# Bioassay records: PubChem BioAssay, National Center for Advancing Translational Sciences (NCATS)
# PKM2 activator = PKM2 (human) enzyme activation; 0.34% of 260,000 active; AID 1631; purified PKM2, Kinase-Glo ATP luminescence, activation; response scale: 0% is enzyme alone, no compound; Potency, µM (top dose mostly 57.5 µM), for inactives: top-dose activation, actives largely listed as activators; further: potency means the concentration at half of the fitted maximal effect; on the % scale 0 is the no-effect control and ±100 the full control effect; nearly all actives have a fitted effect of over 55% in size
#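 Purified hPK-M2 (>95% pure) converted ADP (0.1 mM final) to ATP with 0.5 mM PEP in 50 mM imidazole pH7.2, KCl, MgCl2, Tween 20, BSA; 1 h at room temperature. ATP detected by Kinase-Glo luminescence.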
# Integrin act MD = integrin-mediated muscular dystrophy alleviation activation; 0.064% of 350,000 active; Potency, µM (highest dose often 38.3 µM), for inactives: at the top dose activation, most hits filed as activators; alpha7betagal myoblasts, beta-gal FDG fluorescence, 48 h;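 further: potency means the concentration at half of the fitted maximal effect; 100% = response of the positive control SU9516; nearly all actives have a fitted effect of over 60% in size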
#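 Alpha7betagal+/- myoblasts (passage 13) were plated 16-24 hr, then exposed to compounds (1:260 dilution of DMSO stock) for 48 hours at 37C. After MPER lysis, β-galactosidase reporter activity was read as FDG fluorescence (ex 480/em 540) after 30 minutes.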
# ASM inhibitor = human S-ASM enzyme inhibition; P17405; placental ASM, HMU-PC fluorogenic substrate, 60 min; Potency, µM (doses to about 57.5 µM), for the others: at the top dose activity change, negative = inhibition, actives largely listed as inhibitors; 0.006% of 340,000 active; further: potency means the concentration at half of the fitted maximal effect
# Target sequence (P17405 47-631 limits assumed): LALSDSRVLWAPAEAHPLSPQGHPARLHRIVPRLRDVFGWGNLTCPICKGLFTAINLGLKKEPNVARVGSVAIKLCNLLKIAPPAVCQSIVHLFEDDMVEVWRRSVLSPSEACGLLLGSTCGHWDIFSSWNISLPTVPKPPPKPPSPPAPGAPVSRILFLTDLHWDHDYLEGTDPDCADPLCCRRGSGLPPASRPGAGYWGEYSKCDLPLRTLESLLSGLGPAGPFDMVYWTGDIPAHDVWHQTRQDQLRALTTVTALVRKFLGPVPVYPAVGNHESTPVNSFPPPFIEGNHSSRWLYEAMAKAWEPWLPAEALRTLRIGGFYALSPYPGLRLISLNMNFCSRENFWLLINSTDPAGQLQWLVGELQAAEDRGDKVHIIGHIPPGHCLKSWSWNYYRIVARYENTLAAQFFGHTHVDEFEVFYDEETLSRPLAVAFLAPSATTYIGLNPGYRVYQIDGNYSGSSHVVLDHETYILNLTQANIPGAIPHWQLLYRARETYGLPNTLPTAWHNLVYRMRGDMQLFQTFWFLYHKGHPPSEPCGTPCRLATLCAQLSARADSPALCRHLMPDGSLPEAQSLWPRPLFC
#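 qHTS format. ASM enzyme prepared from human placenta hydrolyses the fluorogenic substrate HMU-PC0 (9 uM final) over 60 min at 37 °C after a 10 min compound preincubation.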
# GALK inh = blocks human galactokinase activity. AID 1868. Potency, µM (highest dose often 57.5 µM), inactives show at the top dose activity change, negative = inhibition, hits mostly inhibitors. 0.007% of 270,000 active. Purified GALK, Kinase-Glo residual ATP luminescence. P51570; further: potency means the concentration at half of the fitted maximal effect; on the % scale 0 is the no-effect control and ±100 the full control effect
#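 5 nM enzyme, 35 uM ATP, 100 uM galactose, 20 mM HEPES pH8.0, 5 mM MgCl2; 1 h RT; residual ATP by Kinase-Glo Plus luminescence, qHTS format.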
# Tb PFK inh = inhibitors of T. brucei phosphofructokinase; O15648; T. brucei PFK, ADP-Glo luminescence; Potency, µM (highest dose often 57.5 µM), for inactives: at the highest dose activity, negative = inhibition, hits mostly inhibitors; 0.17% of 330,000 active; AID 485367;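 further: potency means the concentration at half of the fitted maximal effect; 0% = uninhibited 1x PFK enzyme wells and -100% = no-enzyme wells; nearly all actives have a fitted effect of over 60% in size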
#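 Activity is normalized to no-enzyme wells (full inhibition) and 1.25 nM enzyme wells (no inhibition). Reaction: 0.5 mM F6P, 0.1 mM ATP, 45 min RT, ADP-Glo luminescence; concentration-response curves fitted and classed by quality.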
# Giardia killer = Giardia lamblia killing; Giardia lamblia trophozoite viability; activity change, % at 7.66 µM, hits read low; 0.15% of 340,000 active; AID 540267; in the data active means activity change below about -80%; inconclusive means between about -30% and that limit;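 further: parasites exposed to compound for two days anaerobically before the ATP read; on the % scale 0 is the no-effect control and ±100 the full control effect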
#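 Giardia trophozoites, 100 cells per well, were exposed to compounds for 48 hrs at 37 deg C under anaerobic conditions; viability was then read as ATP content by bioluminescence after 15-30 min at room temperature.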
# B2AR arrestin = beta2AR (human) beta-arrestin recruitment activity; P07550; beta-arrestin recruitment to beta2AR, cell-based reporter; Potency, µM (highest dose often 46.1 µM), inactives show top-dose activation, hits mostly activators; 0.02% of 330,000 active;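 further: potency means the concentration at half of the fitted maximal effect; 0% = DMSO controls and full agonism = EC100 isoproterenol or metaproterenol; nearly all actives have a fitted effect of over 65% in size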
# Target sequence (P07550 whole entry, looked up): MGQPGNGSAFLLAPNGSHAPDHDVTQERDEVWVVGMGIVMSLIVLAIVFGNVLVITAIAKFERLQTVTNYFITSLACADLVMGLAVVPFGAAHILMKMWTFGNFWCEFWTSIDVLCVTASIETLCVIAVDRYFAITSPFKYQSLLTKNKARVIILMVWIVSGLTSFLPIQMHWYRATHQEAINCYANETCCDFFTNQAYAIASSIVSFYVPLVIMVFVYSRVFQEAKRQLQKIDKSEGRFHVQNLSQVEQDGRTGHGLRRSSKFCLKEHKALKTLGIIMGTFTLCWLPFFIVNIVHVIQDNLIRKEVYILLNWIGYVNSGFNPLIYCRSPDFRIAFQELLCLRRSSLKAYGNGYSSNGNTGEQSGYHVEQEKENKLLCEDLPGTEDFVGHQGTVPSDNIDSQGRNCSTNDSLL
# BCR signal inh = chronic active BCR signaling inhibition; ABC-DLBCL IkBa-CBG/CBR reporter, luminescence ratio, 4 h; Potency, µM (titrated, usually from 46.1 µM), inactives show at the top dose ratio change, negative = lower green/red ratio, usual class: inhibitors; 0.05% of 340,000 active; AID 493014; active means well fitted inhibition curve with a large enough effect in the signal ratio, with a control signal flat, not every such curve was filed as active; inconclusive means small, poorly fitted or top-dose-only effect, or effect the other way, or a change in a side signal; the % refers to the signal ratio;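 further: potency means the concentration at half of the fitted maximal effect; plate controls were basal doxycycline-induced cells for no effect and cells given 10 µM MG132 for full effect; MG132 reads +100%, hits lower the ratio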
#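 Cell line TMD8 (human ABC DLBCL), stably expressing tet-inducible CBG68-IkBa fusion and CBR; IMDM/0.5% FBS; cpd up to 46 uM; dox induction, 4 h, 37C/5% CO2; dual luminescence; green/red ratio; MG132 control.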
# FBPA coupling cs = coupling enzyme interference in Giardia aldolase counter-screen; coupling enzyme system counterscreen, AmpLite Red fluorescence; activity change, negative = inhibition, % at 58.2 µM, hits read low; 0.67% of 290,000 active; in the data active means activity change below about -30%; further: on the % scale 0 is the no-effect control and ±100 the full control effect
#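 Compounds tested against the coupling enzymes alone at 57.5 uM final; readout was AmpLite Red fluorescence (525/598 nm) after 20 min at RT.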
# TSG101-PTAP inh = blocks PTAP/TSG101 interaction to inhibit HIV-1 budding; 340,000 tested, under 10 active; Potency, µM (series often up to 115 µM), without a hit: top-dose activity change, negative = inhibition, hits mostly inhibitors; Fluorescence polarization, FITC-PTAP peptide / Tsg101 binding; active means well fitted inhibition curve with a large enough effect in the main read-out, with a control signal flat, not every such curve was filed as active; inconclusive means small, poorly fitted or top-dose-only effect, or effect the other way, or a change in a side signal; inactive means no such curve, though single readings can be large or run the other way; further: potency means the concentration at half of the fitted maximal effect; % of control where 0% means no effect
#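 Tsg101 binding domain (10 uM final) was mixed with compound and a FITC-labeled PTAP peptide (50 nM final) in HEPES pH 7.5 buffer with NaCl, Tween 20, EDTA and TCEP; fluorescence polarization was read after 20 min at r.t.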
# Menin MLL FP TR = inhibitors of human menin-MLL interaction, mutant MLL peptide; O00255; Menin + Texas Red MLL mutant peptide, fluorescence polarization; Potency, µM (doses to about 61.6 µM), for inactives: at the highest dose FP activity change, negative = inhibition, actives largely listed as inhibitors; 0.23% of 270,000 active; AID 1768; active means well fitted inhibition curve with a large enough effect in the polarisation, with a control signal flat, not every such curve was filed as active; inconclusive means small, poorly fitted or top-dose-only effect, or effect the other way, or a change in a side signal; inactive means no such curve, though single readings can be large or run the other way; the % refers to the polarisation; further: potency means the concentration at half of the fitted maximal effect; % of control where 0% means no effect; many of its hits are not listed in these tables
# Active calls of the source: *; i = inactive; ? = inconclusive; . = not tested or not shown; [ ] = another dose, or the depositor's remark. Unless noted, the call rests on the fitted dose curve; in most records, active means well fitted curve in the direction sought with a large enough effect; inconclusive means small, poorly fitted or top-dose-only effect, or another doubt; inactive means no such curve, though single readings can be large; an effect the other way counts as inactive or inconclusive.
canonical_smiles,PKM2 activator,Integrin act MD,ASM inhibitor,GALK inh,Tb PFK inh,Giardia killer,B2AR arrestin,BCR signal inh,FBPA coupling cs,TSG101-PTAP inh,Menin MLL FP TR
CC1=C(C(=O)Nc2cc(C(=O)N(C)Cc3ccccc3)ccc2C)SCCO1,.,-27.4%,1.8%,4.9%,-6.8%,-13.8,-0.3%,-27.4%,.,-3.7%,.
Cc1sc2ncnc(N3CCN(Cc4ccccc4)CC3)c2c1-c1ccccc1,14.2%,1.4%,-0.2%,15.7%,-24.4%,12.7,-0.1%,-4.2%,-0.4,-0.2%,?
CCOC(=O)C1=C(C)Nc2ccccc2N=C1NC(=O)CCCN1C(=O)c2ccccc2C1=O,-2.6%,-6.6%,3.0%,-0.1%,5.2%,9.2,0.0%,1.5%,4.4,-4.3%,24.4%
COc1ccc(NC(=O)COC(=O)c2cc(S(=O)(=O)N3CCCC3)ccc2O)cc1,.,0.0%,20.7%,.,4.1%,10.3,0.8%,1.6%,.,-6.7%,.
CC1CCN(CC(=O)NC(=O)NCc2ccccc2)CC1,-4.6%,9.1%,5.2%,1.9%,1.9%,-17.2,0.0%,-2.5%,-0.5,1.0%,1.2%
CC(C)(C)CNC(CO)C12CC3CC(CC(C3)C1)C2 (stereo not given),-4.5%,5.6%,3.3%,-0.2%,-1.5%[0.46 µM],?,0.0%,-5.4%,0.3,2.1%,?
COc1cccc(C(=O)Nc2nnc(-c3cccs3)o2)c1,-28.7%,-10.3%,-3.6%,1.2%,-0.2%,7.2,-0.9%,?,-5.4,0.5%,-1.3%[11.7 µM]
CCN(CC)S(=O)(=O)c1ccc(OC)c(NC(=O)C(Cc2ccccc2)N2C(=O)c3ccccc3C2=O)c1 (stereo not given),-6.1%,.,.,3.0%,0.3%,.,0.3%,1.0%,-0.1,.,2.7%
Oc1cccc(-n2nnnc2SCc2ccccc2F)c1,.,-3.9%,-2.7%,-3.5%,-1.7%,24.0,-0.6%,0.8%,-0.4,-2.4%,20.5%
COc1cccc(OCCNC(=O)CSc2ccc(C(F)(F)F)cc2[N+](=O)[O-])c1,3.2%,-19.1%,-5.7%,.,2.1%,-14.0,8.1%,-10.5%,-0.4,-1.8%,0.7%
O=C(Nc1ccccc1)C1CCCN1S(=O)(=O)c1cccs1 (stereo not given),.,-10.7%,1.5%,.,-0.4%,-21.6,-0.4%,?,.,1.8%,.
COC(=O)C1CN(C(=O)COc2ccccc2C)c2ccccc2O1 (stereo not given),.,-16.8%,3.6%,2.6%,-1.6%,7.7,-0.3%,0.1%,-2.2,-1.8%,-3.5%
COCCNC(=O)COc1ncnc2ccc(Br)cc12,-2.2%,21.1%,1.4%,0.1%,-0.4%,7.4,-1.9%,3.0%,5.8,-2.3%,.
O=[N+]([O-])c1ccc2c(c1)/C(=N\O)c1ccccc1-2,3.4%,0.5%,-0.6%,-0.4%,12.4%,3.1,0.3%,?,-0.1,-3.4%,.
CCN(CC)S(=O)(=O)c1ccc(N2CCc3cc(OC)c(OC)cc3C2)nc1,1.1%,-32.0%,5.1%,-3.9%,-1.7%,11.2,0.3%,-22.3%,0.0,-1.0%,-0.9%
COc1cccc(CN2CCCC(C(=O)c3ccc4c(c3)OCO4)C2)c1OC (stereo not given),7.0%,-1.1%,-1.5%,7.3%,3.2%,-15.6,0.0%,-23.3%,2.3,-1.4%,1.3%
N#Cc1c(-c2ccccc2)c(-c2ccccc2)nn(CC(=O)NNC(=O)Nc2ccccc2)c1=O,-0.6%,-6.5%,-16.7%,.,-2.9%,-16.5,-1.1%,?,17.4,-6.0%,22.8%
Cn1cccc1C(=O)Nc1ccc(Cl)c(S(=O)(=O)N2CCCCC2)c1,.,-31.9%,-4.4%,.,-1.9%,-1.4,-0.1%,1.1%,.,-0.2%,.
Cc1nc(NC(=O)c2ccccc2)sc1-c1csc(Nc2ccc(C(=O)O)cc2)n1,?,-15.4%,15.8%,-0.1%,-3.2%,?,5.5%,?,-2.8,-2.2%,.
Cc1oc(-c2cc3c(cc2Cl)OCO3)nc1CN1CCCC1c1ccc(F)cc1 (stereo not given),1.0%,-33.2%,2.2%,4.4%,0.1%,-7.3,0.0%,-0.3%,-1.2,-7.1%,-12.5%
Cn1c(=O)c2c(nc(NCCOc3ccc(F)cc3)n2C)n(C)c1=O,-1.6%,8.2%,-0.1%,3.3%,-11.7%,-7.9,0.4%,17.6%,3.5,0.0%,14.0%
CC1CCCCC1NC(=O)c1nn(C)c(=O)c2ccccc12 (stereo not given),-5.7%,20.7%,-1.7%,1.6%,2.0%,11.5,0.0%,-0.2%,7.0,-3.7%,9.8%
COc1ccc(CNC(=O)C(=O)c2cn(CC(=O)N3CCCC3)c3ccccc23)cc1,-0.5%,1.9%,-1.4%,-0.7%,-3.4%,10.2,0.1%,?,.,.,.
O=C(CNS(=O)(=O)c1ccccc1)NCc1cccnc1,-3.0%,16.9%,3.0%,4.7%,-4.4%,-30.0,-0.2%,-2.7%,4.5,-10.2%,23.7%
CCN(CC)c1ccc(S(=O)(=O)N2CCOCC2)cc1NC(=O)Cn1nc(C)c([N+](=O)[O-])c1C,.,?,-11.6%,.,0.0%,6.9,-0.2%,4.2%,.,-3.3%,.
O=C(COC(=O)C1CCN(c2ccc(C(F)(F)F)cn2)CC1)NCc1ccc(Cl)cc1Cl,.,-9.8%,-8.5%,.,-13.8%,11.9,-0.3%,0.0%,.,-1.8%,.
CCNC(=O)COc1ccc(CC)cc1,4.9%,4.0%,8.6%,1.0%,-4.2%,22.6,-0.1%,?,5.0,-1.0%,-15.2%
CC/C(C)=N\NC(=O)CNC(=O)c1ccc(Cl)cc1Cl,2.3%,8.6%,5.0%,-2.3%,-6.5%,10.4,0.0%,12.6µM*,4.5,-1.2%,5.7%
COc1ccc(OC)c(NC(=O)c2ccc(-n3cccn3)nc2)c1,0.7%,0.0%[7.66 µM],1.5%,-1.1%,-2.3%,6.9,-1.1%,?,1.0,-3.5%,-10.7%
O=C1C(O)CC2c3ccccc3CC3(CCCC3)N12 (stereo not given),2.2%,2.5%,-0.1%,1.9%,2.5%,-11.6,3.3%,-4.6%,2.7,-11.4%,-2.1%
COc1ccc2c(c1)c(CC(=O)OCC(=O)N(C)C)c(C)n2C(=O)c1ccc(Cl)cc1,.,-2.2%,-6.8%,4.3%,-13.4%,1.4,-1.0%,?,4.3,-3.1%,-5.6%
COc1ccc(-c2nc3c(-c4ccccc4)cnn3cc2C)cc1F,0.5%,11.8%,-14.9%,0.0%,-0.8%,-8.0,-0.6%,?,-1.2,-2.3%,9.8%
CC(=O)Oc1ccccc1C(=O)N(C1CCCCC1)C1CCCCC1,-2.9%,0.9%,-0.5%,-4.0%,4.4%,-22.1,0.3%,3.6%,4.2,-0.5%,-5.2%
COc1ccc(C(=O)CN2C(=O)c3ccccc3C2=O)cc1,-6.0%,2.1%,-0.8%,6.2%,0.4%,5.4,-0.2%,?,1.6,-0.9%,.
COc1ccc(-c2n[nH]c(=S)n2/N=C/c2cccn2C)cc1,9.4%,6.2%,-2.2%,-0.6%,-5.3%,-2.5,3.8%,1.7%,1.8,-1.0%,.
Cc1ccc(CSCC(Nc2ccc(C(=O)O)cc2[N+](=O)[O-])C(=O)O)cc1 (stereo not given),0.8%,-17.5%,1.2%,-4.3%,-5.1%,0.3,-0.7%,?,3.8,-8.0%,.
COc1cccc(N=Nc2c(N)[nH]n3c(=O)c4c(nc23)CCCC4)c1,-1.2%,-43.3%,-5.4%,-1.7%,1.7%,5.0,-0.3%,?,-2.3,-3.6%,-8.7%
COc1ccc(N2C(=O)CC(SC(C)C)C2=O)cc1 (stereo not given),0.3%,20.3%,0.5%,.,4.4%,17.1,0.2%,8.3%,0.4,0.3%,9.7%
Cc1ccc(C2C3=C(CC(C)(C)CC3=O)N(CCN3CCOCC3)C3=C2C(=O)CC(C)(C)C3)cc1,0.2%,23.0%,i,-0.7%,-7.5%,8.8,-0.4%,4.7%,-13.5,-6.0%,-15.5%

# Not all compounds are listed; the hit share may differ from the screen's.
